S-ASM inh: blocks human secretory acid sphingomyelinase. Potency, µM (highest dose often 57.5 µM), inactives show at the top dose activity change, negative = inhibition, actives largely listed as inhibitors. P17405. placental ASM, HMU-PC fluorogenic substrate, 60 min. 340,000 compounds, 0.006% hits; note: potency is the fitted concentration of half-maximal effect
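Human placenta-derived ASM preincubated with compound 10 min at room temperature, then reacted with 9 uM (final) fluorogenic HMU-PC substrate for 60 min at 37 C. Stop solution raises pH to 10; fluorescence read at Ex 386/Em 447 nm.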
GALK inh: galactokinase (human) inhibition | 270,000 compounds, 0.007% hits | AID 1868 | Potency, µM (titrated, usually from 57.5 µM), without a hit: top-dose activity change, negative = inhibition, actives largely listed as inhibitors | P51570 | Purified GALK, Kinase-Glo residual ATP luminescence; note: potency is the fitted concentration of half-maximal effect; % is set by controls: 0 for no effect and ±100 for the full control effect
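Quantitative HTS: GALK 5 nM, ATP 35 uM, galactose 100 uM, 1 h room temperature, then luciferase-based ATP detection.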
Mito fusion yeast: inhibitors of mitochondrial division or activators of mitochondrial fusion; 320,000 compounds, 0.23% hits; Potency, µM (series often up to 46.1 µM), for the others: at the top dose growth rescue (activation), actives largely listed as activators; S. cerevisiae fusion-defective mutant growth rescue, CellTiterGlo 48 h;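 note: potency is the fitted concentration of half-maximal effect; % of control where 0% means no effect; nearly all actives have a fitted effect of over 45% in size; temperature-sensitive fusion mutants such as fzo1-1 at 37 °C on non-fermentable ethanol glycerol medium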
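Growth-rescue viability read-out: after 48 h at the non-permissive 37C in glycerol/ethanol YPEG, yeast mitochondrial fusion mutants are measured by CellTiterGlo luminescence; compounds (23 nl pinned per well) restoring growth score as division inhibitors or fusion activators.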
KCNH2 WT inh: KCNH2 (human, wildtype) channel inhibition; Q12809; U2OS, BacMam KCNH2, thallium flux FluxOr; hits give low values; activity change, % at 1.84 µM; 340,000 compounds, 0.37% hits; AID 720551;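 active = maximum activity change below -70%; inconclusive = maximum activity change between -70% and -50%; inactive = maximum activity change above -50%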; note: % is set by controls: 0 for no effect and ±100 for the full control effect
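U2OS cells were transduced with wild-type KCNH2 virus (2.03 x 10^8 / mL) for 4 h at room temperature, then cultured overnight at 37 C. Thallium flux was read with FluxOr dye. Rate constants were normalized to DMSO controls.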
USP2a block: inhibitors of human ubiquitin-specific protease USP2a; O75604; USP2 core, Ub-CHOP2 coupled fluorogenic reporter, 485/531; Potency, µM (highest dose often 38.3 µM), inactives show top-dose activity change, negative = inhibition, hits mostly inhibitors; 330,000 compounds, 0.01% hits; AID 463254;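 note: potency is the fitted concentration of half-maximal effect; plate controls were DMSO wells for no effect and full inhibition by NEM control for full effect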
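USP2 core (10nM final) preincubated 30min RT with compound in 20mM Tris-HCl pH 8.0, 2mM CaCl2, 2mM beta-mercaptoethanol, 0.05% CHAPS; 25nM Ub-CHOP2 plus 25nM reporter substrate added, fluorescence (Ex485/Em531) read after 60min.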
Eya2 inh: blocks the phosphatase activity of human Eya2 | AID 488837 | Potency, µM (titrated, usually from 76.9 µM), inactives show top-dose activity, negative = inhibition, most hits filed as inhibitors | 330,000 compounds, 0.006% hits | recombinant Eya2, OMFP fluorescence dephosphorylation (OMFP is methylfluorescein phosphate); note: potency is the fitted concentration of half-maximal effect; % is set by controls: 0 for no effect and ±100 for the full control effect
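Eya2 protein (added as 0.2 uM solution) was preincubated with compound for 10 min at ambient temperature in 50 mM HEPES pH 7.5, 50 mM NaCl, 5 uM MgCl2, 0.05% BSA, 1 mM DTT. OMFP (added at 50 uM) then reacted 10 min; fluorescence read at 485/525 nm.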
MBNL1 CUG block: MBNL1-poly(CUG) RNA binding inhibition; Q9NR56; TR-FRET MBNL1-His/biotin-(CUG)12 binding, 665/545 ratio; Potency, µM (series often up to 57.5 µM), for inactives: top-dose activity change, negative = inhibition, actives largely listed as inhibitors; 280,000 compounds, 0.036% hits; AID 2675; active = well fitted inhibition curve with a large enough effect in the signal ratio, with a control signal flat, not every such curve was filed as active; inconclusive = small, poorly fitted or top-dose-only effect, or effect the other way, or a change in a side signal; inactive = no such curve, though single readings can be large or run the other way; the % refers to the signal ratio; note: potency is the fitted concentration of half-maximal effect; % is set by controls: 0 for no effect and ±100 for the full control effect
Target sequence (Q9NR56 whole entry, looked up): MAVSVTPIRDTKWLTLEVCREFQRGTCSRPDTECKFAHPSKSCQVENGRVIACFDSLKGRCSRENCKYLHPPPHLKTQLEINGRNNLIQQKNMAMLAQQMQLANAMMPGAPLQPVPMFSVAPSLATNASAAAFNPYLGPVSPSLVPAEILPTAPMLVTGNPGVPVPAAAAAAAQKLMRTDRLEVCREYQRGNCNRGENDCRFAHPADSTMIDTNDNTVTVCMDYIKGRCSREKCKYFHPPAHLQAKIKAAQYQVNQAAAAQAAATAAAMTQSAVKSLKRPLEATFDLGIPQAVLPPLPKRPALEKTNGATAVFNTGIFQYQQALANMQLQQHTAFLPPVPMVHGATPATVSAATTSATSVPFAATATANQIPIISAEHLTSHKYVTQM
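TR-FRET readout: Ex 340 nm, 665/545 nm emission ratio, normalized to buffer-only (basal) and MBNL1-(CUG)12 controls. Complex of MBNL1-His with Biotin-(CUG)12, compounds 92 nM–58 uM, incubated 60 min at room temperature.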
TSHR antagonist: antagonists of human thyroid stimulating hormone receptor | activity change, negative = inhibition, % at 11.5 µM | P16473 | 330,000 compounds, 0.2% hits | TSHR-expressing cells, TSH-stimulated cAMP HTRF, 2 h; hits give low values;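 active = activity change below a set negative limit, meaning inhibition stronger than a set level, cut at about -70% in these data; inconclusive = activity change between two set negative limits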; note: % is set by controls: 0 for no effect and ±100 for the full control effect
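TSHR-expressing cells were treated with compounds, then stimulated with TSH at EC80 (4nM final) for 2 hours at 37 deg C. Cellular cAMP was measured by HTRF competition between lysate cAMP and cAMP-d2 for a cryptate-labelled anti-cAMP antibody.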
PKM2 activator: increases activity of human pyruvate kinase M2 | purified PKM2, Kinase-Glo ATP luminescence, activation; response scale: 0% is enzyme alone, no compound | Potency, µM (series often up to 57.5 µM), without a hit: at the top dose activation, most hits filed as activators | 260,000 compounds, 0.34% hits | P14618; note: potency is the fitted concentration of half-maximal effect; % is set by controls: 0 for no effect and ±100 for the full control effect; nearly all actives have a fitted effect of over 55% in size
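hPK-M2, >95% pure; 0.1 mM ADP / 0.5 mM PEP final; imidazole pH7.2 buffer w/ 7 mM MgCl2, 50 mM KCl; 1 h RT; Kinase-Glo lum. Intermediate enzyme activity for dual inhibitor/activator qHTS.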
BCR signal inh: chronic active BCR signaling inhibition. ABC-DLBCL IkBa-CBG/CBR reporter, luminescence ratio, 4 h. Potency, µM (top dose mostly 46.1 µM), for the others: at the highest dose ratio change, negative = lower green/red ratio, hits mostly inhibitors. 340,000 compounds, 0.05% hits; active = well fitted inhibition curve with a large enough effect in the signal ratio, with a control signal flat, not every such curve was filed as active; inconclusive = small, poorly fitted or top-dose-only effect, or effect the other way, or a change in a side signal; the % refers to the signal ratio;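 note: potency is the fitted concentration of half-maximal effect; plate controls were basal doxycycline-induced cells for no effect and cells given 10 µM MG132 for full effect; MG132 reads +100%, hits lower the ratio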
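Cell line TMD8 (human ABC DLBCL), stably expressing tet-inducible CBG68-IkBa fusion and CBR; IMDM/0.5% FBS; cpd up to 46 uM; dox induction, 4 h, 37C/5% CO2; dual luminescence; green/red ratio; MG132 control.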
Menin-MLL TR inh: inhibitors of human menin-MLL interaction, mutant MLL peptide | Menin + Texas Red MLL mutant peptide, fluorescence polarization | Potency, µM (titrated, usually from 61.6 µM), without a hit: top-dose FP activity change, negative = inhibition, actives largely listed as inhibitors | 270,000 compounds, 0.23% hits | AID 1768; active = well fitted inhibition curve with a large enough effect in the polarisation, with a control signal flat, not every such curve was filed as active; inconclusive = small, poorly fitted or top-dose-only effect, or effect the other way, or a change in a side signal; inactive = no such curve, though single readings can be large or run the other way; the % refers to the polarisation; note: potency is the fitted concentration of half-maximal effect; % of control where 0% means no effect; many of its hits are not listed in these tables
Target sequence (O00255 whole entry, looked up): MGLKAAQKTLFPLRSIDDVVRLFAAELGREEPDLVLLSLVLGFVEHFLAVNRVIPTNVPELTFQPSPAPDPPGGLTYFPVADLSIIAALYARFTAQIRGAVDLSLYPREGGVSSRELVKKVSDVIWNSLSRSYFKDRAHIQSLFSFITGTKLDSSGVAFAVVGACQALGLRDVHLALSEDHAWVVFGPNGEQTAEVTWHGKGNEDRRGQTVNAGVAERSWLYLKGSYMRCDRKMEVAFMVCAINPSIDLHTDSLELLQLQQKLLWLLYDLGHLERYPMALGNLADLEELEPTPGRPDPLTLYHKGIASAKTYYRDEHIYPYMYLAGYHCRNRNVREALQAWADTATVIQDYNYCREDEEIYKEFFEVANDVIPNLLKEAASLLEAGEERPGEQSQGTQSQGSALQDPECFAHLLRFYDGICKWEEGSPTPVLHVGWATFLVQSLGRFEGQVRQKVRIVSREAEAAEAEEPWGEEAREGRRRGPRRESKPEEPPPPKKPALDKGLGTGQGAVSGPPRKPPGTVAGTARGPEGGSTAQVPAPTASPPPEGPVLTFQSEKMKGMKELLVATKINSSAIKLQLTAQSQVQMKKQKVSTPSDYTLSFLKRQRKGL
* = called active by the depositor; ? = inconclusive; nt = not tested or not shown; [ ] = remark or other dose. Unless noted, calls come from the whole dose curve; as a rule, active = well fitted curve in the direction sought with a large enough effect; inconclusive = small, poorly fitted or top-dose-only effect, or another doubt; inactive = no such curve, though single readings can be large; an effect the other way counts as inactive or inconclusive. Only part of the results is shown; the hit share may differ from the screen's.

compound,S-ASM inh,GALK inh,Mito fusion yeast,KCNH2 WT inh,USP2a block,Eya2 inh,MBNL1 CUG block,TSHR antagonist,PKM2 activator,BCR signal inh,Menin-MLL TR inh
CCCCCCn1c(=O)c(-c2nc3ccccc3c(=O)[nH]2)c(O)c2ccccc21,nt,6%,-5%,nt,1%,-1%,7%,14,-14%,-1%,6%
N#CCNC(=O)C1CC(=O)N(CCc2ccc(F)cc2)C1 (stereo not drawn),2%,2%,2%,3,2%,-4%,3%,0,-1%,2%,-8%
CCOC(=O)N1CCN(S(=O)(=O)c2ccc(C(=O)NNc3nc4c(C)cccc4s3)cc2)CC1,-10%,nt,-15%,-5,-12%,0%,48%[activator],4,-1%,-1%,?
CCOC(=O)CSc1nc2ccsc2c(=O)n1C1CCN(C(=O)OCC)CC1,8%,-1%,6%,-21,1%,3%,-2%,25,0%,2%,?
Cc1ccc(C(C(=O)NCc2ccco2)N(C(=O)Cn2nnc3ccccc32)c2ccccc2)o1 (stereo not drawn),0%,0%,-1%,-9,-2%,7%,8%,14,5%,-1%,?
O=C(c1c[nH]c2ccccc12)N1CCN(Cc2ccccc2)CC1,-4%,-1%,-3%,-3,0%,8%,-7%,-2,2%,?,-5%
CN(Cc1cccc(F)c1)C(=O)c1ccc(S(=O)(=O)C(F)F)cc1,1%,4%,-1%,25,0%,-2%,-23%,nt,-9%,-8%,12%
CN(C)CCCN(C(=O)c1ccc(C(=O)c2ccccc2)cc1)c1nc2ccc(F)cc2s1,-1%,7%,-4%,32,-1%,-4%,16%,22,0%[0.46 µM],16%,?
Cc1nc(NC(=O)c2ccc(Cl)cc2)nc2cc3c(cc12)OCO3,1%,-1%,0%,-3,3%,-9%,?,-4,3%,1%,-16%
CC(C)(C)OC(=O)NC(Cc1ccccc1)C(=O)N1CCCC1C(=O)O (stereo not drawn),4%,0%,0%,-6,-1%,3%,2%,6,nt,4%,-12%
CN(C(=O)CSc1ncc(C(F)(F)F)cc1Cl)c1c(N)n(Cc2ccccc2)c(=O)[nH]c1=O,-6%,2%,9%,-14,3%,-24%,0%,-1,3%,-2%,-12%
O=C(CSCc1ccc(Cl)cc1)NCc1ccccn1,15%,0%,-3%,6,2%,3%,nt,-4,1%,-1%,-5%
Cc1ccc(F)cc1NC(=S)NCCc1ccccc1,7%,0%,0%,-6,0%,1%,nt,-4,1%,4%,-3%
Cn1ncc(Br)c1C(=O)Nc1ccc(Br)cn1,1%,2%,5%,0,0%,-3%,-1%,21,9%,1%,10%
CN(C(=O)Cn1cc(C#N)c2ccccc21)c1ccccc1,2%,2%,1%,-2,0%,1%,-3%,-6,2%,0%,-2%

Next compounds.
compound,S-ASM inh,GALK inh,Mito fusion yeast,KCNH2 WT inh,USP2a block,Eya2 inh,MBNL1 CUG block,TSHR antagonist,PKM2 activator,BCR signal inh,Menin-MLL TR inh
CCn1c(COc2ccc(=O)n(-c3ccccc3)n2)nnc1SCc1ccc(OC)cc1,0%,-1%,2%,29,0%,7%,0%,-6,28%,-17%,nt
COc1ccccc1C1=NNC(=NCc2ccccc2)SC1,-1%,1%,-1%,-4,-1%,4%,-4%,-3,-4%,?,-10%
Cc1ccc(C(=O)NNC(=O)CSc2nnc3c(n2)[nH]c2ccc(C)cc23)cc1,1%,nt,0%,-6,3%,1%,9%,4,-9%,-16%,?
Cc1ccc(S(=O)(=O)/C(C#N)=C/c2c(N3CCN(C)CC3)nc3c(C)cccn3c2=O)cc1,47%[activator],-1%,5%,-8,-3%,-11%,?,12,0%,?,-11%
CCN(CC)CCCNc1cc(C(F)(F)F)c(C#N)c2nc3ccccc3n12,nt,-3%,-32%[inhibitor],6,5%,1%,19%,-31,nt,13%,-29%
Nc1cc(=O)[nH]c(SCc2nnc(-c3ccccc3)o2)n1,-2%,-3%,1%,4,0%,-2%,-10%,-5,1%,-4%,-1%
COc1ccc(O)c(C2=Nc3ccccc3N=C(c3ccccc3)C2)c1,-3%,-1%,3%,0,1%,3%,1%,-12,1%,4%,-14%
Cc1ccc(Nc2nc(CSc3nnc(-c4cccnc4)n3-c3ccccc3C)cs2)cc1,1%,3%,28%,-1,-13%,-2%,-8%,4,-26%,?,0%
COc1ccc(C(=O)OCCN2CCN(C3=NS(=O)(=O)c4ccccc43)CC2)cc1OC,4%,1%,4%,-8,0%,-1%,-4%,-5,nt,-6%,nt
CC1(C)CC(=O)C2=C(C1)NC(Nc1nc3ccccc3o1)=NC21CCCCC1,-1%,-14%,5%,4,0%,-1%,0%,0,-6%,1%,-2%
O=C1CCC/C1=c1\s/c(=C\c2cccnc2)c(=O)n1-c1ccccc1,1%,2%,-3%,1,-1%,11%,?,14,3%,-1%,-5%
Cc1c(NC(=O)/C(C#N)=C/c2c(Oc3ccccc3)nc3ccccn3c2=O)c(=O)n(-c2ccccc2)n1C,10%,-1%,0%,-2,1%,-2%,?,92,-3%,18µM*,-3%
CCOc1ccc2nc(NC(=O)CN3CCN(CC)CC3)sc2c1,3%,0%,-2%,-13,0%,-6%,-9%,0,3%,6%,0%
COc1ccc(Cc2nnc(SCC(=O)Nc3ccc(N4CCOCC4)cc3)o2)cc1,5%,5%,8%,-4,2%,15%,-5%,2,nt,-2%,4%
COC(=O)c1cnc(Nc2cccc(C(F)(F)F)c2)c([N+](=O)[O-])c1,-6%,5%,1%,0,1%,7%,?,3,-4%,?,nt

Three of the entries above in order of their number in PKM2 activator, low to high:
Compound,PKM2 activator
COc1ccc(O)c(C2=Nc3ccccc3N=C(c3ccccc3)C2)c1,1%
O=C(c1c[nH]c2ccccc12)N1CCN(Cc2ccccc2)CC1,2%
CN(C(=O)CSc1ncc(C(F)(F)F)cc1Cl)c1c(N)n(Cc2ccccc2)c(=O)[nH]c1=O,3%

More structures:
compound,S-ASM inh,GALK inh,Mito fusion yeast,KCNH2 WT inh,USP2a block,Eya2 inh,MBNL1 CUG block,TSHR antagonist,PKM2 activator,BCR signal inh,Menin-MLL TR inh
CC(=O)NCCc1nc2cc(NC(=O)c3cccs3)ccc2n1C,3%,-1%,3%,-2,2%,-1%,-4%,8,4%,?,-11%
COCCCNS(=O)(=O)c1ccccc1,3%,0%,-2%,-7,2%,13%,-11%,-14,-1%,2%,2%
COc1ccccc1C/C(N)=N/OC(=O)c1cccc([N+](=O)[O-])c1C,1%,-4%,-13%,8,-1%,-4%,?,-7,1%,?,-1%
COc1ccc(-c2nnc(SC(C)C(=O)Nc3cccc(Cl)c3)o2)cc1 (stereo not drawn),-23%,6%,4%,-7,0%,2%,-6%,-12,22%,-15%,22%
Cc1ccc(NC(=O)CSc2ccc(-c3cccnc3)nn2)cc1Cl,-1%,-2%,-3%,34,1%,1%,59%[activator],-9,8%,2%,12%
CCOc1ccccc1NS(=O)(=O)c1ccc2oc(=O)ccc2c1,-1%,1%,15%,-6,0%,?,9%,0,17%,-3%,2%
Cc1cccc(C(=O)NCC(=O)OCC(=O)N2CCCCC2)c1,4%,0%,-10%,-1,-4%,-1%,-4%,4,nt,?,10%
O=c1[nH]c2cc3c(cc2cc1CN(CCCO)C(=S)NCc1ccco1)OCO3,38%[activator],5%,-3%,-9,3%,11%,25%,4,1%,?,-5%
